Screening results (PubChem)
M1 antag: blocks human M1 muscarinic receptor. CHO-K1 hM1, Fluo-8 calcium fluorescence, ACh EC80 antagonist. inhibition, % at 3 µM. 360,000 tested, 1.3% active. P11229;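 active = percent inhibition above its own plate's cutoff, namely the mean of that plate's compound wells plus 3 SD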;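 note: peak over basal fluorescence ratio during 140 s after agonist addition; 0% = ACh EC80 plus DMSO and 100% = DMSO alone without agonist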
Target sequence (P11229 whole entry, looked up): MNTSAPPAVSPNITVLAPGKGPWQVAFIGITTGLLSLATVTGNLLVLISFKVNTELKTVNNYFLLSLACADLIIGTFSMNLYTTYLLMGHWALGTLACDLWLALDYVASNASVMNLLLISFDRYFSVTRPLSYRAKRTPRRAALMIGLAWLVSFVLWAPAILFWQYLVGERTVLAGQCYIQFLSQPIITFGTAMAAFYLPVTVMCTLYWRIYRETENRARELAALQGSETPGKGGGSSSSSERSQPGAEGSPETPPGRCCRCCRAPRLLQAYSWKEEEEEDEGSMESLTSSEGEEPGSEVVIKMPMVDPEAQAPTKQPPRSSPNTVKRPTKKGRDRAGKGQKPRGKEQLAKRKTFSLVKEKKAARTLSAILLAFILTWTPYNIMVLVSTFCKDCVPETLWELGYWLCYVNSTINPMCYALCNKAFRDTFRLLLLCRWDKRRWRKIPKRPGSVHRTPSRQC
M4 ag: CHRM4 agonism in calcium assay; P08173; CHO-K1 hM4/Gqi5, Fluo-8 calcium fluorescence; vehicle 0%, full acetylcholine response 100%; activation, % at 3 µM; 360,000 tested, 0.14% active;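 active = activation above the run mean over all test wells plus 3 SD, cut at about 32% in these data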;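 note: peak over basal fluorescence ratio per well then scaled between controls; 0% = DMSO wells and 100% = acetylcholine at EC100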
M1 PAM: positive allosteric modulators of human M1 muscarinic receptor; activation, % at 3 µM; 360,000 tested, 0.088% active; CHO-K1 hM1, Fluo-8 calcium fluorescence, ACh EC20; 0% = ACh EC20, 100% = maximal ACh; P11229; in the data active = activation above about 19%, passing the limit was not always enough
CHO-K1 Ca antag: counter-screen for M1 antagonists: effect in parental CHO-K1 cells; ATP-induced calcium, Fluo-8 fluorescence; inhibition, % at 3 µM; 360,000 tested, 0.6% active; AID 602250;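 active = inhibition above a per-plate cutoff, the plate's mean sample inhibition plus 3 SD, cut at about 24% in these data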;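 note: 0% = DMSO plus EC80 ATP and 100% = DMSO alone without ATP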
M1 ag parental: nonselective activator or artifact in parental CHO-K1 cells. Fluo-8 calcium fluorescence; scaled to maximal ATP response, vehicle zero. activation, % at 3 µM. 360,000 tested, 0.48% active. AID 602248; in the data active = activation above about 15%;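 note: untransfected CHO-K1 host cells lacking M1 receptor as counterscreen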
CHRM1 agonist: human M1 muscarinic receptor agonism; P11229; 360,000 tested, 0.33% active; activation, % at 3 µM; CHO-K1 hM1, Fluo-8 calcium fluorescence, agonist mode; 0% DMSO, 100% acetylcholine EC100;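 active = activation above the run's mean compound activation plus 3 SD, cut at about 16% in these data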;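 note: peak over basal fluorescence ratio within a 140 s kinetic read after compound addition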
OXTR potentiate: potentiates the human oxytocin receptor response; activation, % at 3 µM; AID 2445; P30559; 320,000 tested, 0.061% active; CHO-OTR cells, Fluo-8 calcium fluorescence, potentiator mode; 0% = oxytocin EC15, 100% = EC100;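 active = activation above that plate's cutoff, the mean activation of tested compounds plus 3 SD, cut at about 6.6% in these data, passing the limit was not always enough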;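 note: 100% uses oxytocin at 75 nM as the full agonist control; some results filed as inactive read as strong as hits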
Target sequence (P30559 whole entry, looked up): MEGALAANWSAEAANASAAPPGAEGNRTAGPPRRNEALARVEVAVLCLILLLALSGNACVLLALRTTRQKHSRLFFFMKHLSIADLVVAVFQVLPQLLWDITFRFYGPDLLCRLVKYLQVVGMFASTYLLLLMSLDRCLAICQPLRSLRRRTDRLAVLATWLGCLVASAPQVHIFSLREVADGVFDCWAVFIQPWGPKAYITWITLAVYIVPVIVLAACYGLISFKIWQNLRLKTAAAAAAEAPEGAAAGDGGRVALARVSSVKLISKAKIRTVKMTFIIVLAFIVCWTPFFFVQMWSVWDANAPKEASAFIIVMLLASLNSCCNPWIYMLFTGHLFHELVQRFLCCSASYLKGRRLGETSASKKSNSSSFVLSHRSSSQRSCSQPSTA
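Measured by – Fluo-8 calcium dye fluorescence · Test system – human OTR in CHO cells · Dosing – one concentration, 3.0 µM compound · Controls – EC15 oxytocin alone as 0%, 75 nM oxytocin as 100% · Evaluation – normalized max/min fluorescence ratio, % activation · Timing – 6 min pre-incubation, 100 s read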
CHRM4 antagonist: blocks acetylcholine activation of human M4 receptor. P08173. CHO-hM4 cells, ACh EC80, Fluo-8 calcium fluorescence. inhibition, % at 3 µM. 360,000 tested, 0.73% active. AID 624125;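 active = inhibition above its plate's cutoff, the mean inhibition of sample wells plus 3 SD, cut at about 27% in these data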;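 note: 0% = acetylcholine EC80 with DMSO and 100% = DMSO without agonist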
CHO parental Ca: signal in parental CHO cells, OX1R antagonist counter-screen; parental CHO-K1, ATP-induced calcium, Fluo-8 fluorescence; inhibition, % at 5.6 µM; 330,000 tested, 0.63% active; AID 463079;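 active = inhibition above that plate's mean sample inhibition plus 3 SD, cut at about 26% in these data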;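 note: 0% = ATP-challenged DMSO wells and 100% = DMSO wells without ATP; some compounds past the cut are filed as inactive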
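Material – parental CHO cells · Reagent – ATP stimulus · Compound – single nominal dose of 5.6 µM per compound · Detection – Fluo-8 fluorescence · Read-out basis – percent inhibition of calcium signal · Controls – ATP-challenged DMSO wells low, unchallenged DMSO wells high · Repeats – no replicates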
The depositor's hits bear a star; x = no result given; & = joins results of further samples.

no.	Compound	CHRM1 agonist	CHRM4 antagonist	M1 ag parental	M1 PAM	CHO parental Ca	M4 ag	M1 antag	CHO-K1 Ca antag	OXTR potentiate
1	CCOc1ccc(CCNC(=O)/C=C/c2ccco2)cc1OCC	0	-12	2.2	18	x	0	-12	-4	x
2	Cc1cccc(C2c3[nH]c4ccccc4c3CCN2Cc2cccn2-c2ncccn2)c1 (stereo not drawn)	-4	-4	0.8	4	-18	2	-1	-9	-8
3	Cc1cc2c(nn1)CCC/C2=N\O	-4	7	-0.1	4	14	0	-3	-12	-12
4	COc1cccc(NC(=S)N(CCCN2CCCC2)Cc2cccn2Cc2ccc(Cl)cc2)c1	-2	9	4.1	-7	-13	6	10	-5	-5
5	Cc1cc2c3c([nH]c2cc1S(=O)(=O)NCc1ccc(CN2CCCCCC2)o1)CCCC3=O	-5	68*	-0.8	-21	-15	0	85*	-11	-4
6	CC(C)(C)NC(=O)NC(=O)CN1CCN(Cc2ccccc2)CC1	-6	-2	-0.1	1	-4	0	0	-15	2
7	COc1ccc(NS(=O)(=O)c2ccc(N3CCOCC3)c(NC(=O)c3ccccc3Br)c2)cc1	-2	-10	1.7	13	-20	3	-17	-6	-4
8	CC(=O)Nc1ccc(S(=O)(=O)NCCC(=O)NNC(=O)c2ccccc2O)cc1	-2	7	0.8	5	-1	1	-4	-13	-5
9	COCCN1C(=O)C(CC(=O)Nc2ccccc2)SC1=Nc1ccc(OC)cc1 (stereo not drawn)	-3	-16	2.9	-5	-14	12	7	-12	-12
10	CC(C)OC(=O)CSc1nnc(-c2cnccn2)n1-c1ccc(Cl)cc1	-4	6	0.1	-1	-8	0	5	-2	-5
11	O=C(CN1C(=O)c2cccnc2C1=O)c1ccccc1	-4	-2	0.6	-3	-3	1	4	-2	2
12	O=C(N/N=C/c1coc2ccccc2c1=O)c1ccccc1	-1	4	-0.8	15	2	1	-13	-9	-4

The results go on.
no.	Compound	CHRM1 agonist	CHRM4 antagonist	M1 ag parental	M1 PAM	CHO parental Ca	M4 ag	M1 antag	CHO-K1 Ca antag	OXTR potentiate
13	Cc1noc(/C=C/N(C)C)c1S(=O)(=O)N1CCCC(C(=O)N2CCc3ccccc32)C1 (stereo not drawn)	-4	0	1.4	-5	-12	2	11	1	-2
14	CCN(CC)C(=O)c1sc(N2C(=O)Nc3ccccc3N2O)c(C(=O)OC)c1C	-7	-3	0.1	8	0	0	-7	-1	-9
15	Cc1ccc(C23OC(=O)C(C)(C)C2OC(=O)C3(C)C)cc1 (stereo not drawn)	-5	8	-0.4	-1	-24	-1	-12	-3	-15
16	CN1c2ccccc2C(C)(C)C12CC(CCl)=NO2 (stereo not drawn)	0	1	0.4	9	8	0	-8	-23	-20
17	O=C(/C=C\c1ccc2c(c1)OCO2)NC1(C(=O)Nc2ccc3c(c2)OCO3)CCCCC1	-6	-1	0.8	-4	-7	1	5	-11	-8
18	O=[N+]([O-])c1ccc(NS(=O)(=O)c2ccc(Cl)c(Cl)c2)cc1	5	4	13	-19	x	14	25	18	x
19	NC(=O)N=Nc1c(O)n(Cc2ccccc2)c2ccc(Br)cc12	1	3	0.0	4	x	1	-5	-5	x
20	COc1cccc(OC)c1C(=O)NCCOc1cc(C)cc(C)c1	1	-4	15*	6	-4	3	-11	10	-13
21	Cc1ccc(NC(=S)NC(=O)/C=C/c2ccc(Cl)cc2)cc1	-7	1	1.1	13	1	1	-15	-10	4
22	O=[N+]([O-])c1ccc(Sc2cccc3cccnc23)c2cccnc12	-5	2	-0.3	2	-13	0	0	-7	-10
23	O=C(Nc1ccccc1)OCC1CCCO1 (stereo not drawn)	1	-5	-0.4	13	-4	1	-21	1	0
24	Cn1cc(-c2coc3c(C(=O)NCc4ccco4)cccc23)cn1	0	-14	1.8	13	x	3	-12	-9	x

Arranged by count of non-hydrogen atoms (smallest number first): three of the compounds above.
no.	Compound	CHRM1 agonist	CHRM4 antagonist	M1 ag parental	M1 PAM	CHO parental Ca	M4 ag	M1 antag	CHO-K1 Ca antag	OXTR potentiate
20	COc1cccc(OC)c1C(=O)NCCOc1cc(C)cc(C)c1	1	-4	15*	6	-4	3	-11	10	-13
14	CCN(CC)C(=O)c1sc(N2C(=O)Nc3ccccc3N2O)c(C(=O)OC)c1C	-7	-3	0.1	8	0	0	-7	-1	-9
17	O=C(/C=C\c1ccc2c(c1)OCO2)NC1(C(=O)Nc2ccc3c(c2)OCO3)CCCCC1	-6	-1	0.8	-4	-7	1	5	-11	-8

The listing continues.
no.	Compound	CHRM1 agonist	CHRM4 antagonist	M1 ag parental	M1 PAM	CHO parental Ca	M4 ag	M1 antag	CHO-K1 Ca antag	OXTR potentiate
25	COC(=O)c1ccccc1NC(=O)N1CCN(S(=O)(=O)c2ccc(Cl)cc2)CC1	-4	-9	0.4	3	-22	-1	5	8	-5
26	Cc1noc(C)c1S(=O)(=O)NC(=O)C1(C)CCN1C(=O)CC(c1ccccc1)c1ccccc1 (stereo not drawn)	-2	1	0.7	5	x	1	-14	-7	x
27	COc1ccc(-c2nnco2)cc1OC	-1	16	0.0	1	4	1	8	12	-3
28	OC[C@@H]1CN(Cc2cccs2)C[C@H](n2cnc3c(N4CCN(c5ccccc5)CC4)ncnc32)O1	2	-12	6.5	-4	x	14	-6	2	x
29	CCOc1cccc(/C=C/c2ccc3ccccc3n2)c1OC(C)=O	-2	-9	5.9	-1	-13	10	6	-21	-20
30	Cc1nc2ccc(NS(=O)(=O)c3c(C)c(C)cc(C)c3C)cc2s1	2	1	2.2	2	-9	3	-20	-9	-20
31	COc1cccc(C(=O)O/N=C/c2ccc(Sc3ccc(C)cc3)nc2)c1	-1	3	0.1	8	-2	0	-5	-7	6
32	COc1ccc(S(=O)(=O)n2ccc(C(C)Oc3ccc(-c4ccccc4)c(F)c3)n2)cc1 (stereo not drawn)	-1	10	1.1	0	10	1	7	-8	-16
33	COc1ccc(OCCOC(=O)CNS(=O)(=O)c2ccc(SC)c([N+](=O)[O-])c2)cc1	-2	2	1.1	2	-10	4	0	-6	-4
34	COC(=O)c1ccc(C2/C(=C(/O)c3ccc4c(c3)CC(C)O4)C(=O)C(=O)N2CCN2CCOCC2)cc1 (stereo not drawn)	-2	-13	-0.1	6	-13	0	-9	-8	-5
35	COC(=O)c1ccc(/C=C2\Oc3ccccc3NC2=O)cc1	-3	-3	1.9	4	1	2	-11	-12	-15
36	Cc1ccc(OCC(=O)NC(=S)Nc2cccc(NC(=O)c3ccccc3Cl)c2)cc1	-8	-9	0.0	12	-18	2	-19	-2	-9

Continuation.
no.	Compound	CHRM1 agonist	CHRM4 antagonist	M1 ag parental	M1 PAM	CHO parental Ca	M4 ag	M1 antag	CHO-K1 Ca antag	OXTR potentiate
37	Cc1nc(SCC(=O)NC(C)c2ccccc2)c2oc3ccccc3c2n1 (stereo not drawn)	-2	8	0.8	9	-19	0	-10	-6	5
38	COc1ccc(C2(O)C(=O)Nc3ccccc32)cc1 (stereo not drawn)	-2	-6	0.9	23	-17	1	-16	8	-3
39	CC(=O)c1ccc(NC(=O)CN2C(=O)NC3(CCc4ccccc43)C2=O)cc1 (stereo not drawn)	-1	8	1.0	12	-6	3	-11	-7	-2
40	O=C(NCc1ccccc1)c1cc(C2COCCN2C(=O)OCCF)on1 (stereo not drawn)	-1	-13	0.6	5	x	2	-10	-3	x
41	COn1c(-c2ccc(C)cc2)nc2ncccc21	-8	2	4.9	4	-14	1	-6	8	-8
42	CC1CCCCC1n1c(=S)[nH]c2ccccc2c1=O (stereo not drawn)	-3	-16	-0.6	-2	-7	-2	-1	-28	-6
43	CCOc1ccc(S(=O)(=O)NCc2ccc3c(c2)OCO3)cc1C(=O)O	-5	-8	0.8	8	-6	2	-1	-10	-4
44	Cc1cc(C)cc(Nc2c3c(nc4ncnn24)CCC3)c1	-6	1	2.9	8	-18	0	-4	-10	-3
45	CC(=O)N/N=C(\C)C1COc2ccccc2O1 (stereo not drawn)	3	1	-0.4	10	5	0	0	13	0
46	COC(=O)CSc1nc2ccc(C)cc2cc1C#N	-5	5	-0.1	7	-18	0	-8	-13	-10
47	CN(C)S(=O)(=O)c1cccc(NC(=S)NN=C(Cc2ccccc2)Cc2ccccc2)c1	-7	-5	0.1	1	-11	0	-13	-4	-3
48	Cc1ccc(OCC(=O)NCc2ccc3c(c2)OCO3)c([N+](=O)[O-])n1	-4	-7	0.7	9	-14	1	-14	-17	0

(list continues)
no.	Compound	CHRM1 agonist	CHRM4 antagonist	M1 ag parental	M1 PAM	CHO parental Ca	M4 ag	M1 antag	CHO-K1 Ca antag	OXTR potentiate
49	S=C(c1ccc(-c2ccc(Cl)cc2)o1)N1CCCCC1	-2	6	-1.1	-3	-32	-1	1	-30	-5
50	COc1ccccc1/C=C/C=N/n1c(-c2ccccc2)n[nH]c1=S	-2	0	1.2	6	-8	-1	-9	-18	-3
51	CCCCN(C)CCCNC(=O)c1cn(CC)c2ccc(S(=O)(=O)N3CCOCC3)cc2c1=O	-6	1	0.8	4	0	0	-9	-3	-3
52	O=C(O)CCC(=O)NNC(=O)c1ccc([N+](=O)[O-])cc1	0	-3	0.7	12	-5	0	-14	12	-2
53	CCOC(=O)C1=C(C)Nc2nc(SCC(=O)OC)nn2C1c1cc(F)cc(F)c1 (stereo not drawn)	-3&-6	-16&12	-0.3&-0.1	1&7	-24	1&0	-8&-2	-4&12	11*
54	Cc1ccc2[nH]cc(CCNC(=O)Nc3ccccc3)c2c1	2	-1	4.3	-1	1	7	-3	-26	-4
55	Cc1ccc2c(c1)nnn2C1CCN(S(=O)(=O)c2ccc3ccccc3c2)CC1	-7	5	-0.2	-10	-19	-1	3	6	-3
56	COCOc1cc(O)c2c(=O)c(OCOC)c(-c3ccc(OCOC)c(OCOC)c3)oc2c1	-6	-18	3.0	-9	-17	6	5	0	-4
57	COn1c(SCc2ccc(Cl)cc2)nc2ccccc2c1=O	-6	-5	2.1	-6	-17	-1	3	-3	-3
58	Cn1c(SCCN2CCCC2)nnc1C1CCN(S(=O)(=O)c2ccc(F)cc2)CC1	-12	8	0.7	-24	-8	2	33*	-11	1
59	Cc1c(Cl)cccc1N1C(=O)CC(Sc2ccccc2N)C1=O (stereo not drawn)	0	-1	-0.2	2	x	0	-6	-3	x
60	COc1ccc(CCNC(=O)CN2C(=O)COc3ccc(S(=O)(=O)N4CCCC4)cc32)cc1OC	-4	9	1.2	-1	-14	1	25	-16	-4
61	Cc1cc(NC(=O)CCOc2ccccc2)no1	-2	4	0.8	3	-4	1	0	-2	-5
